AddAB inh = less growth of phage-infected E. coli with AddAB; E. coli expressing H. pylori AddAB, absorbance growth; inhibition, % at 11.9 µM; 0.29% of 330,000 active; AID 435030; in the data active = inhibition above about 12%;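 note: 0% = vehicle wells of infected cells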
PfHsp90 set2 = inhibits growth of yeast expressing Plasmodium falciparum Hsp90; 0.32% of 310,000 active; inhibition, % at 9.4 µM; S. cerevisiae expressing PfHsp90, BacTiter-Glo ATP, 48 h; yeast lacking PDR1 and PDR3 efflux regulators; AID 504621;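 active = every replicate shows inhibition above about 80%, whatever the replicate mean, limit read from the data; inconclusive = mean inhibition reaches the set limit but some replicate falls short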;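 note: 0% = DMSO neutral controls and 100% = 20 µM radicicol positive controls; yeast relying on Plasmodium falciparum Hsp90 in place of its own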
PvdQ acylase = blocks Pseudomonas aeruginosa PvdQ acylase activity; purified PvdQ acylase, fluorescence plate reader; inhibition, % at 10 µM; 0.063% of 340,000 active; AID 488965; in the data active = inhibition above about 30%, passing the limit was not always enough; inconclusive = no clear call, values can overlap the other calls;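 note: 0% = vehicle neutral wells and 100% = reference inhibitor wells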
phage Ecoli inh = E. coli growth loss with phage present; inhibition, % at 11.9 µM; AID 651602; growth absorbance; 0.26% of 360,000 active; in the data active = inhibition above about 11%
DAGLB inh = diacylglycerol lipase beta (human) inhibition; Q8NCG7; HEK293T DAGLB membrane lysate, EnzChek fluorogenic substrate; inhibition, % at 5.17 µM; 0.059% of 340,000 active; AID 504411; in the data active = inhibition above about 34%;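 note: 0% = enzyme with vehicle and 100% = wells lacking enzyme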
Target sequence (Q8NCG7 whole entry, looked up): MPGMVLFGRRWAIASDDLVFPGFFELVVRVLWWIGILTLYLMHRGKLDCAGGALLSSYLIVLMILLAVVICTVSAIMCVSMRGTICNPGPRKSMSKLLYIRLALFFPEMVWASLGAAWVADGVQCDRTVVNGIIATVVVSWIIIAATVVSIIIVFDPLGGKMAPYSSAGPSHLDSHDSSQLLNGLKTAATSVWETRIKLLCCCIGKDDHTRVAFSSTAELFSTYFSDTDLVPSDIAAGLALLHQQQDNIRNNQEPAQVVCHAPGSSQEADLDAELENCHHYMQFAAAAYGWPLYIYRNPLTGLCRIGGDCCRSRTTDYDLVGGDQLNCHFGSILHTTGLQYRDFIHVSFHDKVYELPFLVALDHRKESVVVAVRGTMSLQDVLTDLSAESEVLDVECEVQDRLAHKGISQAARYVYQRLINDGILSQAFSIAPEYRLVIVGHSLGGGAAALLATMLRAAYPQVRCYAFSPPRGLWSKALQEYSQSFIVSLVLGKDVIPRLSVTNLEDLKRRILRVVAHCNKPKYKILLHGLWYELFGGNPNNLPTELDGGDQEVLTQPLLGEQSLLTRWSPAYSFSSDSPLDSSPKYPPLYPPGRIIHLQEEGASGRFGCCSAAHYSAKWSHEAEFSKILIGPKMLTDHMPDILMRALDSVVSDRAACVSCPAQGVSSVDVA
Ecoli viability = counter-screen for AddAB inhibitors: E. coli growth inhibition | E. coli V3065 growth, OD600 absorbance, 18 h | inhibition, % at 11.9 µM | 0.27% of 330,000 active | AID 449728;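 active = inhibition above the campaign's mean inhibition across all tested compounds plus 3 SD, cut at about 9.9% in these data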;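 note: uninfected addAB+ strain grown without phage in ampicillin broth; 0% = DMSO wells and 100% = ciprofloxacin 0.95 µg/ml wells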
Rtt109 Vps75 = inhibitors of Candida albicans Rtt109/Vps75 histone acetyltransferase. Q5AAJ8. purified Rtt109/Vps75, ThioGlo CoA-SH fluorescence, 4 h. inhibition, % at 34.9 µM. 0.16% of 330,000 active;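 active = inhibition of at least 50% in every replicate; inconclusive = best replicate reaches 50% inhibition but some replicates fall short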
Target sequence (Q5AAJ8 whole entry, looked up): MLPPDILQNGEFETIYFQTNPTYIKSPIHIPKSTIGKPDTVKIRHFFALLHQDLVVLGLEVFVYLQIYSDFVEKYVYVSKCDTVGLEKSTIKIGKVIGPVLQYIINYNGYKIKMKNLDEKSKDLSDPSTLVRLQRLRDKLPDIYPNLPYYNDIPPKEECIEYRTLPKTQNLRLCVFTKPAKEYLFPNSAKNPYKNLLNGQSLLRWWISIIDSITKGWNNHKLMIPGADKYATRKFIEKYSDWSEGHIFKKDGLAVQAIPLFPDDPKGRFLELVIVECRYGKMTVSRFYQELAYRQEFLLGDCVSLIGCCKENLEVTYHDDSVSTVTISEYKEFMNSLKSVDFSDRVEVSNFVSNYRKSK
Tat transport = blocks Tat-dependent protein export in E. coli; E. coli MC4100 TorA-mCherry Tat export, fluorescence; inhibition, % at 10 µM; 0.036% of 340,000 active; AID 488895;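 active = mean replicate inhibition at least 50% and at least half of replicates individually reaching 50%; inconclusive = only one of the two criteria met; inactive = neither criterion met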;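 note: exported cargo escapes ClpAP degradation while cytoplasmic cargo is degraded and loses fluorescence; 0% = median of neutral control wells and 100% = median of NaSCN control wells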
Wnt act = activates Wnt/beta-catenin signaling in a reporter cell assay | activator, plate reader | activation, % at 9.35 µM | 1.2% of 300,000 active | AID 743398; in the data active = activation above about 30%, passing the limit was not always enough; inconclusive = no clear call, values can overlap the other calls;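 note: 0% = neutral control wells and 100% = positive control wells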
CAL PDZ FP = inhibitors of human CAL PDZ peptide binding; Q9HD26; purified CAL PDZ, TMR-peptide fluorescence polarization, 1 h; inhibition, % at 20 µM; 0.02% of 330,000 active; AID 504414;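 active = highest replicate inhibition of at least 40%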;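 note: plate controls were DMSO neutral control wells for no effect and unlabeled competitor peptide control wells for full effect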
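Assay system – tagged CAL PDZ protein CerCALP, purified · Timing – 1 h at RT · Compound – single point, 20 µM · Measured by – fluorescence polarization from S- and P-plane intensities, G-factor corrected · Evaluation – inhibition from polarization loss · Probe or stimulus – TMR reporter peptide T*-PRC34 · Buffer or medium – pH 7.4 phosphate-saline buffer, reducing agent, detergent, IgG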
Numbers without * were called inactive; ? = inconclusive; nt = not tested or not shown.

SMILES	AddAB inh	PfHsp90 set2	PvdQ acylase	phage Ecoli inh	DAGLB inh	Ecoli viability	Rtt109 Vps75	Tat transport	Wnt act	CAL PDZ FP
CCOc1ccc(NC(=NCc2ccc3c(c2)OCO3)SC2CC(=O)N(c3ccc(C(=O)O)cc3)C2=O)cc1 (stereo not given)	-1.0	-10	6	3.0	5	-0.3	-1	4	-2	-0.3
COc1cc(C(C(=O)NCc2ccccc2)N(C(=O)c2snc(C(N)=O)c2N)C2CCCC2)cc(OC)c1OC (stereo not given)	2.4	13	-17	-0.8	0	0.5	0	-6	8	0.3
COc1ccc(OC)c(NS(=O)(=O)c2ccc3c(c2)CCC(=O)N3)c1	0.4	-37	-7	3.6	2	-1.6	8	3	nt	nt
CCc1ccc(Oc2ncnc(N)c2[N+](=O)[O-])cc1	3.9	11	-5	0.7	-2	0.1	-6	0	-1	-1.6
CCn1cnc2sc(C(=O)Oc3cccc(C)c3)c(C)c2c1=O	2.7	-18	-17	0.5	-9	-1.0	-1	1	5	-0.2
COc1ccc2c(c1)nc(SCC(=O)c1cccs1)n2C	0.8	8	1	-1.6	2	-0.9	nt	-10	5	-3.1
FC(F)(F)C(F)(F)c1nnc2ccc(-n3ccnc3)nn12	0.9	20	-8	2.6	0	4.4	-21	-4	-3	0.8
CC(C)C(NC(=O)c1ccc(C(C)(C)C)cc1)C(=O)OCC(=O)NC(=O)Cc1ccccc1 (stereo not given)	1.9	6	-14	2.2	-4	0.9	2	6	1	-1.2
Cc1cccc(CC(=O)NCCN2CCOCC2)c1	1.5	-34	-3	-0.1	-1	2.4	0	0	4	-0.9
CCC(C)NC(=O)[C@H]1N2C(=O)c3c(ccc(OC)c3OC)C2SC1(C)C (stereo not given in full)	0.2	-7	-13	1.5	-3	-0.9	0	-1	1	-3.0
NNC(=O)c1oc2ccccc2c1-n1cccc1	0.0	11	-11	1.8	-16	-0.4	4	-4	3	-1.0
COc1ccc(-n2nc(C(=O)NCC(=O)NCCc3ccc(OC)c(OC)c3)c3ccccc3c2=O)cc1Cl	3.2	6	6	0.8	-3	-1.1	-5	-7	-1	-0.3
Clc1ccc(/C=C/c2ncc3ccccn23)cc1	1.2	nt	2	7.0	0	0.9	-32	-1	41*	-0.2
CCNc1nc(NCC)n2c(SCc3ccc(F)cc3)nnc2n1	3.3	2	-9	0.2	-4	-1.3	-7	-4	-3	-1.8
Cc1cc(OC(C)C(=O)NCCN2CCOCC2)c2c(C)cc(=O)oc2c1 (stereo not given)	1.5	5	-4	0.3	3	0.8	1	-10	3	0.7
COCCN1C(=O)c2ccc(C(=O)NCc3cccnc3)cc2C1=O	0.5	22	-6	0.0	0	1.2	-7	-5	nt	-0.8
O=C(c1nn2c(C(F)(F)F)cc(-c3ccccc3)nc2c1Cl)N1CCN2CCCC2C1 (stereo not given)	nt	-11	-15	-0.2	-4	nt	-8	-3	-2	-0.8
COc1ccc(CN(C(=O)/C=C/c2ccco2)C2CCS(=O)(=O)C2)cc1OC (stereo not given)	3.4	8	-7	1.9	2	0.1	1	0	-2	-1.2
COc1ccc(-c2n[nH]c(=S)n2-c2ccccc2C)cc1OC	0.8	-1	-12	-0.2	-4	0.3	-5	3	1	0.1
CC1(C)CC(=O)C(C2C3=C(CC(C)(C)CC3=O)OC3=C2C(=O)CC(C)(C)C3)=C(O)C1	-0.8	18	-15	0.8	1	2.0	-18	-1	4	-2.9

Two records drawn at random from those above:
SMILES	AddAB inh	PfHsp90 set2	PvdQ acylase	phage Ecoli inh	DAGLB inh	Ecoli viability	Rtt109 Vps75	Tat transport	Wnt act	CAL PDZ FP
CCOc1ccc(NC(=NCc2ccc3c(c2)OCO3)SC2CC(=O)N(c3ccc(C(=O)O)cc3)C2=O)cc1 (stereo not given)	-1.0	-10	6	3.0	5	-0.3	-1	4	-2	-0.3
Cc1cccc(CC(=O)NCCN2CCOCC2)c1	1.5	-34	-3	-0.1	-1	2.4	0	0	4	-0.9

Additional records
SMILES	AddAB inh	PfHsp90 set2	PvdQ acylase	phage Ecoli inh	DAGLB inh	Ecoli viability	Rtt109 Vps75	Tat transport	Wnt act	CAL PDZ FP
Cc1ccc(C)c(C(=O)COC(=O)c2c(-c3ccccc3)noc2C)c1	nt	-14	-1	0.7	-15	nt	9	9	3	-2.1
COCCCNC(=O)Cc1c(C)c2c(cc(C)c3c(C)c(C)oc32)oc1=O	nt	11	2	3.4	-4	nt	-3	13	-1	-0.9
CCC(C)C(=O)Nc1ccc(S(=O)(=O)Nc2nccs2)cc1 (stereo not given)	-1.6	-15	6	-0.7	-1	-1.9	3	-2	-4	-0.6
Cc1cccc(C)c1NC(=O)NC1CCc2ccccc21 (stereo not given)	-1.2	-8	-9	-0.5	0	-0.1	-1	-6	-3	-0.8
COc1ccc(-c2nnc(Nc3ccc(OC)c(C(=O)N4CCCCC4)c3)c3ccccc23)cc1	3.5	5	-11	0.4	4	-0.9	-2	6	-2	-0.6
Cc1ccc2c(CN3CC(C)CC(C)C3)cc(=O)oc2c1 (stereo not given)	-0.2	5	1	0.4	-5	-2.5	-12	9	-1	-1.3
CCOC(=O)C1(CC)NC(c2cccc(F)c2)C2C(=O)N(CC)C(=O)C21 (stereo not given)	2.3	nt	-12	-0.5	1	0.3	3	3	-3	0.6
COc1cc(-c2[nH]ncc2CN2CCN(c3cccc(C)n3)CC2)cc(OC)c1OC	0.5	-9	-8	2.0	1	-2.3	-3	-5	0	0.1
COc1cccc(C(C#N)N2N=C(C)CC2(C)C)c1O (stereo not given)	2.3	-38	-1	-0.4	0	1.6	26	-8	nt	-2.3
CCn1ncc(-c2cc(C(=O)O)no2)c1C	2.4	-24	-5	2.7	nt	1.2	-2	-3	0	0.4
Cc1csc(C(C)NC(=O)c2ccc(OC3CCN(CCc4ccccc4)CC3)cc2)n1 (stereo not given)	1.7	-3	5	3.3	0	0.8	?	-3	3	-0.8
CCOC(=O)C1CCN(C(=O)CC(C)c2ccccc2)CC1 (stereo not given)	1.0	-8	6	1.4	-4	0.8	?	-18	?	-0.7
O=C(COC(=O)/C=C/c1ccccc1Cl)NCC1CCCO1 (stereo not given)	-0.1	nt	-5	0.5	-1	0.8	-1	-4	-3	-0.7
O=C(CSc1nnc(C2COc3ccccc3O2)o1)N1CCCc2ccccc21 (stereo not given)	3.0	-27	13	1.8	-3	2.3	0	12	-1	nt
COc1ccc([N+](=O)[O-])cc1NC(=O)C(C)OC(=O)c1cccnc1 (stereo not given)	0.2	10	-5	3.1	1	1.6	3	-7	10	-1.4
O=C(/C=C/c1ccccc1)NC(=S)NNC(=O)c1ccco1	-5.7	-8	-7	-4.9	2	-7.7	-9	-9	nt	-1.5
Cc1ccc(-c2nc(CN(CC3CCC3)CC3CCCO3)c(C)o2)s1 (stereo not given)	1.3	4	-6	2.4	-1	0.3	5	-1	-1	-0.3
Cc1c2c(n3c(nc4ccccc43)c1C#N)N(CCN(C)C)CC2	1.9	11	-36	1.8	-2	-0.2	6	9	-1	-0.2
COc1ccc(OC)c(C2C3=C(CCCC3=O)Nc3nnnn32)c1 (stereo not given)	1.8	7	2	1.7	0	0.4	-2	-1	nt	-0.6
Cc1cc(C(=O)OCC(=O)Nc2ccc(F)cc2[N+](=O)[O-])c2ccccc2n1	0.0	-13	1	7.0	-2	-0.2	-10	-5	-4	0.6
CS(=O)(=O)N1CCC(Oc2ccccc2C(=O)NC2CCOC2)CC1 (stereo not given)	1.3	38	-27	1.1	1	3.1	-9	-1	0	0.1
COc1ccccc1C(CC(=O)Nc1ccc(C)c(C)c1)c1ccc(OC(C)C)cc1 (stereo not given)	0.7	9	-12	4.6	-16	-0.4	-3	-2	-12	-2.1
Nn1c(SCC(=O)Nc2ccc3c(c2)OCO3)nncc1=O	0.3	-27	-7	0.5	-1	-1.1	7	1	0	-2.4
Cc1cc(NC(=O)CN2C(=O)C3CC=CCC3C2=O)no1 (stereo not given)	1.8	nt	-11	3.4	0	-0.7	5	0	-5	-1.1
CN1CCN(CC(O)COc2ccc(C(=O)O)cc2)CC1 (stereo not given)	0.7	41	-12	-3.0	1	0.6	8	3	1	0.2
COc1ccccc1NC(=O)c1ccc(NS(=O)(=O)c2cccc3cccnc23)cc1	-0.2	-6	0	4.2	-4	0.3	-1	-8	-5	0.5
CCOc1ccc(NC(=O)COC(=O)CSCC(=O)Nc2ccc(C)cc2C)cc1	1.0	7	-16	-0.5	0	0.7	10	-3	1	-0.3
Cn1cc(CN2CCc3ccccc3C2)c2ccccc21	-0.6	-27	-13	3.0	-3	2.5	5	4	1	-2.8
Cc1cccc(CSc2nc3c(c(=O)[nH]2)CCCC3)c1	3.1	-8	-1	3.4	-1	0.3	-10	-7	-2	-0.7
CCOc1cc(/C=N/N=C2/NC(=O)C(CC(=O)O)S2)ccc1OCc1ccc(Cl)cc1 (stereo not given)	-0.9	-16	-2	3.2	5	2.8	6	-10	2	-1.8
COC(=O)c1ccc(CNC(=O)Cn2cnc(C(=O)Nc3ccc(C)c(C)c3)n2)cc1	-0.6	-4	4	3.1	-1	-1.8	3	-3	0	-0.2
Cc1ccnc(NS(=O)(=O)c2ccc(NC(=O)CCOc3ccccc3)cc2)n1	1.8	-23	-25	2.6	0	0.2	3	-5	0	-2.2
O=[N+]([O-])c1ccccc1S(=O)(=O)N(CC(O)CN1CCCCC1)c1ccccc1 (stereo not given)	1.5	13	-9	-3.6	1	-0.9	-4	-5	-2	-1.1
COc1ccccc1N1CCN(C(=O)Cn2nnc(-c3cccs3)n2)CC1	0.5	nt	-19	3.4	0	-2.9	-6	2	-10	-1.9
COc1ccc(CN2C3CCCC2CC(NC(=O)c2cccc(F)c2)C3)cc1 (stereo not given)	-0.3	-22	-12	3.3	1	-1.0	-3	-2	-2	-0.2
O=C(CCc1nnc2ccc(N3CCC4(CC3)OCCO4)nn12)N1CCCCC1	0.6	11	-10	1.8	0	-0.6	-11	-10	0	-1.9
CCOc1ccc(-n2cnnn2)cc1S(=O)(=O)NC1CC1	-2.8	nt	-11	0.9	-3	-2.7	-5	0	nt	0.1
CC(C(N)=O)N1C(=O)NC2(CCCc3ccccc32)C1=O (stereo not given)	0.5	17	-18	1.4	1	2.0	6	-4	-3	0.0
O=C(NCN1C(=O)C2C3C=CC(C3)C2C1=O)Nc1cccnc1 (stereo not given)	1.3	-21	-9	5.0	0	0.2	-1	-6	nt	-0.6
Cc1cccc(NC(=O)c2cc(S(=O)(=O)N3CCCCC3)ccc2Cl)n1	nt	-4	-17	2.9	0	nt	-19	4	-4	-1.5
O=C(CC(=O)NN=Cc1ccc2c(c1)CCC2)NN=Cc1ccc2c(c1)CCC2	nt	9	-14	3.2	1	nt	-1	3	-4	-0.2
CC(=O)Nc1ccc(S(=O)(=O)Nc2nc3ccccc3nc2N2CCc3ccccc3C2)cc1	-2.1	4	-5	3.9	6	-0.1	5	1	3	-2.3
Cc1ccc(C)n1-c1cccc(C(=O)Nc2ccccc2)c1	-1.3	-3	-16	0.6	1	-3.3	0	0	0	-0.2
COCCSc1ccccc1C(=O)NCc1ccc2c(c1)OCO2	1.8	4	10	4.5	0	0.3	nt	-1	nt	-5.1
COCCNC(=O)Cc1c(C)c2c(cc(C)c3c(C)coc32)oc1=O	1.2	-21	-9	-2.3	2	-1.9	-1	1	1	-3.1

High-throughput results (PubChem)
